CHO parental Ca = counter-screen: ATP calcium response change in parental CHO cells | hit rate 0.63% among 330,000 | inhibition, % at 5.6 µM | parental CHO-K1, ATP-induced calcium, Fluo-8 fluorescence;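 active = inhibition above that plate's mean sample inhibition plus 3 SD, cut at about 26% in these data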;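 note: 0% = ATP-challenged DMSO wells and 100% = DMSO wells without ATP; some compounds past the cut are filed as inactive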
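Material: Parental CHO cells | Reagent: ATP | Compound dosing: Single nominal dose of 5.6 µM per compound | Detection: Intracellular calcium via Fluo-8 no-wash fluorescent dye | Read-out: % inhibition of ATP-induced calcium mobilization | Benchmarks: Low control ATP plus DMSO, high control DMSO only | Replicates: Singlicate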
CHRM1 antagonist = human CHRM1 antagonism; P11229; CHO-K1 hM1, Fluo-8 calcium fluorescence, ACh EC80 antagonist; inhibition, % at 3 µM; hit rate 1.3% among 360,000; AID 588852;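 active = percent inhibition above its own plate's cutoff, namely the mean of that plate's compound wells plus 3 SD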;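 note: peak over basal fluorescence ratio during 140 s after agonist addition; 0% = ACh EC80 plus DMSO and 100% = DMSO alone without agonist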
Target sequence (P11229 whole entry, looked up): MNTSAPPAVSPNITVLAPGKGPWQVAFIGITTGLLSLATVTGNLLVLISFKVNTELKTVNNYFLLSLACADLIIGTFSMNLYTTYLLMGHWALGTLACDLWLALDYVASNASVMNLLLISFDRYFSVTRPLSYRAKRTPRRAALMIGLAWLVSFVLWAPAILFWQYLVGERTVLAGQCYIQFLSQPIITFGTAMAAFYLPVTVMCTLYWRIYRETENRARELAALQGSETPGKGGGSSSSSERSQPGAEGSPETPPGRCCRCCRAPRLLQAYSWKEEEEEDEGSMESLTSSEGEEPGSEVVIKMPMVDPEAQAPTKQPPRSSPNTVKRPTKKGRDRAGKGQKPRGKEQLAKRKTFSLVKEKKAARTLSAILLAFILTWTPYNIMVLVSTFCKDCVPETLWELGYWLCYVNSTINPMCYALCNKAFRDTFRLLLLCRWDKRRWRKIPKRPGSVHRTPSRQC
TAAR1 agonist = human TAAR1 agonism. CHO RD-HGA16 TAAR1, Fluo-8 calcium fluorescence; vehicle wells 0%, saturating PEA agonist 100%. activation, % at 3 µM. hit rate 0.99% among 360,000;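 active = activation above the mean activation of all test compounds in the run plus 3 SD, cut at about 38% in these data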
Target sequence (Q96RJ0 whole entry, looked up): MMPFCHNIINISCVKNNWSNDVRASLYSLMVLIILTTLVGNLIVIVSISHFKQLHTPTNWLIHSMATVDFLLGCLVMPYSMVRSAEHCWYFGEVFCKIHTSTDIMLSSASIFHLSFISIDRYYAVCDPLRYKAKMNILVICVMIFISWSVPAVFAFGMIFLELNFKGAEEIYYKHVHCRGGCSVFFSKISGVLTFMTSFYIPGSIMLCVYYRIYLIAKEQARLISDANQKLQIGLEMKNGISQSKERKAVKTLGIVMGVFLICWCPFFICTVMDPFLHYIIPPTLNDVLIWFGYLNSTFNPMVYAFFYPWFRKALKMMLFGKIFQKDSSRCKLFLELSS
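Benchmarks: low control DMSO, high control PEA (EC100); System: CHO RD-HGA16 cells carrying human TAAR1 plus Gα16; Detection: Fluo-8 fluorescence, 5 s baseline then 140 s kinetic read; Schedule: 17-24 h plating, Fluo-8 75 min 37 °C, 30 min RT; Read-out basis: % activation from peak over basal fluorescence ratio, DMSO-to-PEA scaled.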
TAAR1 antagonist = antagonists of human TAAR1; Q96RJ0; CHO RD-HGA16 TAAR1, Fluo-8 calcium fluorescence, antagonist; inhibition, % at 3 µM; hit rate 1.5% among 360,000; AID 624466;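 active = inhibition above a per-plate cutoff, the mean inhibition of test compounds on that plate plus 3 SD, cut at about 49% in these data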;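 note: 0% = DMSO plus EC80 beta-PEA response and 100% = DMSO alone without agonist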
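System: RD-HGA16 CHO cells with stable hTAAR1 and Gα16 | Probe or stimulus: EC80 β-phenethylamine stimulus | Dosing: 3 µM, single point | Times: Dye loading 75 min at 37 °C, then 30 min room temperature | Measured by: Fluo-8 calcium-sensitive fluorescence | Read-out basis: % inhibition of agonist calcium response | Replicates: n of 1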
M1 PAM parental = nonselective activator or artifact in parental CHO-K1 calcium assay. ATP EC20, Fluo-8 calcium fluorescence; 0% at ATP EC20, 100% at ATP max. activation, % at 3 µM. hit rate 0.02% among 360,000. AID 602247;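 active = activation above the run cutoff, the mean activation of all test compounds plus 3 SD, cut at about 40% in these data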;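 note: peak over basal fluorescence ratio in a 140 s read after ATP addition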
M1 ag = human M1 muscarinic receptor agonism | activation, % at 3 µM | CHO-K1 hM1, Fluo-8 calcium fluorescence, agonist mode; 0% DMSO, 100% acetylcholine EC100 | hit rate 0.33% among 360,000;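 active = activation above the run's mean compound activation plus 3 SD, cut at about 16% in these data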;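 note: peak over basal fluorescence ratio within a 140 s kinetic read after compound addition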
OXTR potentiate = human OXTR potentiation; P30559; hit rate 0.061% among 320,000; CHO-OTR cells, Fluo-8 calcium fluorescence, potentiator mode; 0% = oxytocin EC15, 100% = EC100; AID 2445; activation, % at 3 µM;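 active = activation above that plate's cutoff, the mean activation of tested compounds plus 3 SD, cut at about 6.6% in these data, passing the limit was not always enough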;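 note: 100% uses oxytocin at 75 nM as the full agonist control; some results filed as inactive read as strong as hits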
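Replication – single well per compound, singlicate · Assay system – CHO cell line stably expressing human OTR · Timing – 6 min pre-incubation, 100 s read · Measure – normalized max/min fluorescence ratio, % activation · Doses – 3.0 µM, one dose · Detection – Fluo-8 calcium dye fluorescence · Probe or stimulus – oxytocin near EC15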
CHO-K1 Ca ag = nonselective activator or artifact in parental CHO-K1 cells. Fluo-8 calcium fluorescence; scaled to maximal ATP response, vehicle zero. activation, % at 3 µM. AID 602248. hit rate 0.48% among 360,000; in the data active = activation above about 15%;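 note: untransfected CHO-K1 host cells lacking M1 receptor as counterscreen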
CHO-K1 Ca antag = M1 antagonist counterscreen hit in parental CHO-K1 cells; ATP-induced calcium, Fluo-8 fluorescence; inhibition, % at 3 µM; hit rate 0.6% among 360,000;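 active = inhibition above a per-plate cutoff, the plate's mean sample inhibition plus 3 SD, cut at about 24% in these data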;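 note: 0% = DMSO plus EC80 ATP and 100% = DMSO alone without ATP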
Starred values were filed as active, the others as inactive.

Results for Cc1n[nH]c(=O)n1-c1ccc(C(C)C)cc1 ?
CHO parental Ca: -8; CHRM1 antagonist: -10; TAAR1 agonist: 1; TAAR1 antagonist: 2; M1 PAM parental: 19; M1 ag: -7; OXTR potentiate: -2; CHO-K1 Ca ag: 0.6; CHO-K1 Ca antag: -6

How did O=C(O)c1ccccc1C(=O)N1CCN(C(=O)c2ccccc2Cl)CC1 do in these assays?
CHO parental Ca: -6; CHRM1 antagonist: 4; TAAR1 agonist: 2; TAAR1 antagonist: -5; M1 PAM parental: 8; M1 ag: -8; OXTR potentiate: -2; CHO-K1 Ca ag: 0.4; CHO-K1 Ca antag: -8

What do the screens show for `Cc1ccc(NC(=O)CCOc2ccccc2)cc1S(=O)(=O)Nc1ccccc1Cl`?
CHO parental Ca: -13; CHRM1 antagonist: 18; TAAR1 agonist: 8; TAAR1 antagonist: 29; M1 PAM parental: 19; M1 ag: -4; OXTR potentiate: -19; CHO-K1 Ca ag: 6.1; CHO-K1 Ca antag: 4

Results for O=C(NCc1ccc2c(c1)OCO2)C(C(=O)c1ccccc1)n1cc(Cl)ccc1=O (stereo not drawn) ?
CHO parental Ca: -14; CHRM1 antagonist: -3; TAAR1 agonist: 0; TAAR1 antagonist: -4; M1 PAM parental: 16; M1 ag: -1; OXTR potentiate: 1; CHO-K1 Ca ag: 0.2; CHO-K1 Ca antag: 9

Results for C=CCc1ccccc1OCC(O)CN1CCN(c2ccccc2F)CC1 (stereo not drawn) ?
CHO parental Ca: -23; CHRM1 antagonist: 14; TAAR1 agonist: 8; TAAR1 antagonist: 4; M1 PAM parental: 10; M1 ag: -4; OXTR potentiate: -18; CHO-K1 Ca ag: 1.4; CHO-K1 Ca antag: -15

What do the screens show for `O=C1CC(c2ccccc2)CC(O)=C1C=NC1CCCCC1` (stereo not drawn)?
CHO parental Ca: -15; CHRM1 antagonist: -7; TAAR1 agonist: 9; TAAR1 antagonist: 17; M1 PAM parental: 0; M1 ag: -12; OXTR potentiate: -1; CHO-K1 Ca ag: 0.0; CHO-K1 Ca antag: -22

What do the screens show for `COc1cccc(CNC(=O)c2ccc(CS(=O)(=O)Cc3ccccc3C)o2)c1`?
CHO parental Ca: -5; CHRM1 antagonist: 0; TAAR1 agonist: 7; TAAR1 antagonist: -9; M1 PAM parental: -2; M1 ag: 3; OXTR potentiate: -12; CHO-K1 Ca ag: 9.0; CHO-K1 Ca antag: -18

Results for Cc1ccc(S(=O)(=O)NCC(=O)N2CCCC2C(=O)O)cc1 (stereo not drawn) ?
CHO parental Ca: 9; CHRM1 antagonist: -5; TAAR1 agonist: 6; TAAR1 antagonist: -7; M1 PAM parental: 22; M1 ag: -5; OXTR potentiate: -14; CHO-K1 Ca ag: 2.7; CHO-K1 Ca antag: -7

What do the screens show for `COC(=O)c1ccc(Oc2cc(C)nc(Cl)n2)cc1`?
CHO parental Ca: -1; CHRM1 antagonist: 1; TAAR1 agonist: 5; TAAR1 antagonist: 13; M1 PAM parental: -10; M1 ag: 0; OXTR potentiate: -5; CHO-K1 Ca ag: -0.3; CHO-K1 Ca antag: 13

Results for COCC(=O)OCC(=O)Nc1cc([N+](=O)[O-])ccc1Cl ?
CHRM1 antagonist: -15; TAAR1 agonist: 4; TAAR1 antagonist: -4; M1 PAM parental: 16; M1 ag: 4; CHO-K1 Ca ag: -0.2; CHO-K1 Ca antag: -9

Results for CCCNC(=O)C1(C)CCN(C(=O)c2ccc3c(c2)CCO3)C1 (stereo not drawn) ?
CHRM1 antagonist: -38; TAAR1 agonist: 0; TAAR1 antagonist: 3; M1 PAM parental: 8; M1 ag: 5; CHO-K1 Ca ag: 0.5; CHO-K1 Ca antag: -1

How did CCCCCn1c(=O)[nH]c2cc(C(=O)NCCCN3CCCCC3CC)ccc2c1=O (stereo not drawn) do in these assays?
CHO parental Ca: -18; CHRM1 antagonist: 17; TAAR1 agonist: 4; TAAR1 antagonist: -5; M1 PAM parental: 6; M1 ag: -11; OXTR potentiate: -4; CHO-K1 Ca ag: 0.5; CHO-K1 Ca antag: -12

How did O=C(CSc1nnc(NC(=O)c2cccc(F)c2)s1)NC1CC1 do in these assays?
CHO parental Ca: 1; CHRM1 antagonist: -1; TAAR1 agonist: -1; TAAR1 antagonist: -12; M1 PAM parental: 7; M1 ag: -2; OXTR potentiate: -9; CHO-K1 Ca ag: 1.1; CHO-K1 Ca antag: -15

How did O=C(Nc1ccc(F)c(Cl)c1)C1Cc2c(-c3ccco3)ccnc2O1 (stereo not drawn) do in these assays?
CHRM1 antagonist: 1; TAAR1 agonist: 5; TAAR1 antagonist: 0; M1 PAM parental: 9; M1 ag: 5; CHO-K1 Ca ag: 1.1; CHO-K1 Ca antag: 3

Results for Cc1ccc(CS(=O)(=O)CCC(=O)NCCCOC(C)C)cc1 ?
CHO parental Ca: -5; CHRM1 antagonist: -3; TAAR1 agonist: -1; TAAR1 antagonist: 4; M1 PAM parental: 18; M1 ag: -6; OXTR potentiate: -6; CHO-K1 Ca ag: 0.1; CHO-K1 Ca antag: -13

How did O=C(CC[C@H]1O[C@@H](n2ccc(=O)[nH]c2=O)[C@H](O)[C@@H]1O)N[C@H](Cc1ccccc1)C(=O)NCc1ccco1 do in these assays?
CHRM1 antagonist: -5; TAAR1 agonist: 2; TAAR1 antagonist: -11; M1 PAM parental: 19; M1 ag: -4; CHO-K1 Ca ag: 1.2; CHO-K1 Ca antag: 7

How did COC(=O)c1c(NC(=O)CN2C(=O)NC3(CCCCC3C)C2=O)sc2c1CCC2 (stereo not drawn) do in these assays?
CHO parental Ca: -25; CHRM1 antagonist: -8; TAAR1 agonist: 16; TAAR1 antagonist: -30; M1 PAM parental: 8; M1 ag: -4; OXTR potentiate: -3; CHO-K1 Ca ag: -0.2; CHO-K1 Ca antag: -9

What do the screens show for `NS(=O)(=O)c1ccc(CCNC(=O)COC(=O)C2CCN(c3ccc(C(F)(F)F)cn3)CC2)cc1`?
CHO parental Ca: -29; CHRM1 antagonist: -3; TAAR1 agonist: 3; TAAR1 antagonist: 22; M1 PAM parental: 8; M1 ag: -1; OXTR potentiate: -7; CHO-K1 Ca ag: 1.4; CHO-K1 Ca antag: 5

Results for CCOC(=O)[C@@H]1[C@H]2COc3ccccc3[C@H]2N2C(=O)N(c3cccc(C)c3)C(=O)[C@]12C ?
CHO parental Ca: -20; CHRM1 antagonist: -6; TAAR1 agonist: 15; TAAR1 antagonist: 9; M1 PAM parental: 10; M1 ag: -1; OXTR potentiate: 3; CHO-K1 Ca ag: 0.1; CHO-K1 Ca antag: -13

Results for O=C(NCC1CCCCC1)c1ccc([N+](=O)[O-])cc1 ?
CHO parental Ca: 2; CHRM1 antagonist: -2; TAAR1 agonist: 2; TAAR1 antagonist: 1; M1 PAM parental: 9; M1 ag: -4; OXTR potentiate: 2; CHO-K1 Ca ag: 1.3; CHO-K1 Ca antag: -8

What do the screens show for `C=CCN(c1ccccc1)S(=O)(=O)c1cccc(C(=O)N2CCCC2)c1`?
CHO parental Ca: -12; CHRM1 antagonist: -9; TAAR1 agonist: 0; TAAR1 antagonist: -15; M1 PAM parental: 7; M1 ag: -1; OXTR potentiate: -4; CHO-K1 Ca ag: 0.5; CHO-K1 Ca antag: -5

What do the screens show for `COc1ccccc1C(=O)NC(CCSC)C(=O)NNC(=O)c1ccccc1O` (stereo not drawn)?
CHO parental Ca: -6; CHRM1 antagonist: -6; TAAR1 agonist: -3; TAAR1 antagonist: -18; M1 PAM parental: -20; M1 ag: 3; OXTR potentiate: 1; CHO-K1 Ca ag: -0.6; CHO-K1 Ca antag: 10

Results for CCN(C(=O)COC(=O)c1c(C)nn(-c2ccccc2)c1Cl)c1c(N)n(Cc2ccccc2)c(=O)[nH]c1=O ?
CHRM1 antagonist: -5; TAAR1 agonist: 3; TAAR1 antagonist: 2; M1 PAM parental: -6; M1 ag: -1; CHO-K1 Ca ag: 0.3; CHO-K1 Ca antag: -5

Results for Fc1cccc(Nc2nc(N3CCOCC3)nc(N3CCOCC3)n2)c1 ?
CHO parental Ca: -13; CHRM1 antagonist: 0; TAAR1 agonist: 1; TAAR1 antagonist: -10; M1 PAM parental: -3; M1 ag: -2; OXTR potentiate: 0; CHO-K1 Ca ag: -0.1; CHO-K1 Ca antag: -2

What do the screens show for `O=C(Nc1cc(NC(=O)c2ccccc2F)ccc1Cl)c1ccccc1`?
CHO parental Ca: -6; CHRM1 antagonist: -3; TAAR1 agonist: 1; TAAR1 antagonist: 4; M1 PAM parental: -11; M1 ag: -3; OXTR potentiate: 6; CHO-K1 Ca ag: -0.5; CHO-K1 Ca antag: 10

Results for COCCn1c(N)c(N(Cc2ccccc2)C(=O)c2cc(=O)[nH]c3ccccc23)c(=O)[nH]c1=O ?
CHO parental Ca: -8; CHRM1 antagonist: 2; TAAR1 agonist: 10; TAAR1 antagonist: -16; M1 PAM parental: 0; M1 ag: -3; OXTR potentiate: 0; CHO-K1 Ca ag: -0.1; CHO-K1 Ca antag: -8

How did O=C(NCC1CCCO1)c1ccc(Cn2c(=S)[nH]c3ccccc3c2=O)cc1 (stereo not drawn) do in these assays?
CHO parental Ca: -14; CHRM1 antagonist: 4; TAAR1 agonist: 5; TAAR1 antagonist: -23; M1 PAM parental: -10; M1 ag: -3; OXTR potentiate: -2; CHO-K1 Ca ag: -0.1; CHO-K1 Ca antag: -5

How did CC(OC(=O)c1ccc(NC(N)=O)cc1)C(=O)Nc1ccc2c(c1)OCCO2 (stereo not drawn) do in these assays?
CHO parental Ca: -2; CHRM1 antagonist: -14; TAAR1 agonist: 1; TAAR1 antagonist: -12; M1 PAM parental: -14; M1 ag: -1; OXTR potentiate: -7; CHO-K1 Ca ag: -0.1; CHO-K1 Ca antag: -9

What do the screens show for `Cc1nc2cc(C(=O)OCC(=O)Nc3cccc(Cl)c3)ccc2n1-c1ccccc1`?
CHO parental Ca: -11; CHRM1 antagonist: 8; TAAR1 agonist: 17; TAAR1 antagonist: 3; M1 PAM parental: -14; M1 ag: -2; OXTR potentiate: -1; CHO-K1 Ca ag: 0.1; CHO-K1 Ca antag: 9

Compound activity: PubChem BioAssay, The Scripps Research Institute Molecular Screening Center
